12-LOX inh: blocks human arachidonate 12S-lipoxygenase | P18054 | purified 12hLO, xylenol orange hydroperoxide absorbance | Potency, µM (top dose mostly 108 µM), without a hit: at the highest dose activity change, negative = inhibition, actives largely listed as inhibitors | 580,000 tested, 1.1% active; also: potency is read from the fitted curve at half-maximal effect; % is scaled to controls: 0 for no effect and ±100 for the full control effect
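Purified human 12hLO (150 nM final) in 25 mM Hepes, 0.01% Triton X-100, pH 7.0 was preincubated 15 min at room temperature with compound. Then 40 uM arachidonic acid was added, 30 min. Hydroperoxide was read by Fe-XO absorbance ratio 573/405 nm.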
POLB inh: inhibitors of human DNA polymerase beta. Potency, µM (titrated, usually from 114 µM), for the others: at the top dose activity change, negative = inhibition, hits mostly inhibitors. Pol beta primer extension/strand displacement, fluorescence kinetic. 340,000 tested, 1.3% active; also: potency is read from the fitted curve at half-maximal effect; % is scaled to controls: 0 for no effect and ±100 for the full control effect
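Reaction started by 50 nM substrate onto compound-treated Pol beta (10 nM, 15 min preincubation, room temperature); plates read at 0 min and 10 min. Normalized concentration-effect data fitted by four-parameter Hill equation.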
TRHR ag: TRH receptor (human) agonism; TRHR cells, calcium flux fluo-8, FDSS agonist mode; activation, % at 2 µM; 360,000 tested, 0.18% active; in the data active = activation above about 30%; also: 0% is about no effect
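Fluo-8-loaded TRHR cells; 10 s baseline, compound added, kinetic Ca2+ fluorescence read 1/s, agonist mode.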
Pol kappa inh: blocks human DNA polymerase kappa activity | Q9UBT6 | Potency, µM (doses to about 107 µM), for inactives: at the top dose activity, negative = inhibition, most hits filed as inhibitors | 400,000 tested, 0.53% active | purified Pol kappa, fluorescent DNA synthesis assay, 10 min; also: potency is read from the fitted curve at half-maximal effect; % is scaled to controls: 0 for no effect and ±100 for the full control effect
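50 nM final substrate added after 15 min RT preincubation of 10 nM Pol kappa with compound; fluorescence read at 0 and 10 min.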
APE1 inh: inhibitors of human APE1 endonuclease | P27695 | recombinant APE1, TAMRA/BHQ-2 abasic DNA cleavage fluorescence | Potency, µM (titrated, usually from 65.8 µM), without a hit: at the highest dose activity change, negative = inhibition, actives largely listed as inhibitors | 350,000 tested, 0.35% active;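 also: potency is read from the fitted curve at half-maximal effect; plate controls were vehicle for no effect and reference inhibitor for full effect; nearly all actives have a fitted effect of over 55% in size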
Target sequence (P27695 whole entry, looked up): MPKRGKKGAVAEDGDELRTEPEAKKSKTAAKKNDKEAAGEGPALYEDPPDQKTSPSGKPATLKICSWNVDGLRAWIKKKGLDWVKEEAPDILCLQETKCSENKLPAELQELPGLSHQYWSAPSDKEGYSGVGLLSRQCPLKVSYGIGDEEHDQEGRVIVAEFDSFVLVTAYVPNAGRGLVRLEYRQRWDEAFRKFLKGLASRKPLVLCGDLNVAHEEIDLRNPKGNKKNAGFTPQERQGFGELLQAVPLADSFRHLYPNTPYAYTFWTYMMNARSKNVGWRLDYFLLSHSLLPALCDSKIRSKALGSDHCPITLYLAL
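Readout is kinetic fluorescence (ex 525, em 598 nm) from cleavage of 50 nM TAMRA/BHQ-2 THF abasic duplex by 0.75 nM APE1, compound added 15 min beforehand at RT.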
BLM helicase inh: inhibitors of human Bloom syndrome helicase BLM | Potency, µM (doses to about 56.1 µM), for inactives: top-dose activity change, negative = inhibition, usual class: inhibitors | P54132 | AID 2528 | 350,000 tested, 0.2% active | recombinant BLM DNA unwinding, fluorescence dequenching;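 also: potency is read from the fitted curve at half-maximal effect; plate controls were vehicle for no effect and no enzyme for full effect; nearly all actives have a fitted effect of over 35% in size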
Pol iota inh: blocks human DNA polymerase iota activity. Q9UNA4. Pol iota fluorescent replication assay, 10 min. Potency, µM (titrated, usually from 115 µM), for the others: top-dose activity, negative = inhibition, hits mostly inhibitors. 390,000 tested, 1% active. AID 588590; also: potency is read from the fitted curve at half-maximal effect
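Fluorescent replication assay read twice, at 0 min and 10 min after adding 50 nM (final) substrate. Enzyme (10 nM) and compounds were first incubated 15 min at room temperature; enzyme-free buffer wells were negative controls.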
ERG Ets-DNA blk: ERG Ets/DNA interaction inhibition; P11308; fluorescence polarization, His-ERG Ets domain / labelled DNA; Potency, µM (highest dose often 76.9 µM), for inactives: top-dose FP activity, negative = inhibition, most hits filed as inhibitors; 370,000 tested, 0.028% active; AID 624246; active = well fitted inhibition curve with a large enough effect in the polarisation, with a control signal flat; inconclusive = small, poorly fitted or top-dose-only effect, or effect the other way, or a change in a side signal; inactive = no such curve, though single readings can be large or run the other way; the % refers to the polarisation;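 also: polarization taken with two DNA probes labelled with fluorescein and Texas red; potency is read from the fitted curve at half-maximal effect; % of control where 0% means no effect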
Target sequence (P11308 whole entry, looked up, the tested form may be a part): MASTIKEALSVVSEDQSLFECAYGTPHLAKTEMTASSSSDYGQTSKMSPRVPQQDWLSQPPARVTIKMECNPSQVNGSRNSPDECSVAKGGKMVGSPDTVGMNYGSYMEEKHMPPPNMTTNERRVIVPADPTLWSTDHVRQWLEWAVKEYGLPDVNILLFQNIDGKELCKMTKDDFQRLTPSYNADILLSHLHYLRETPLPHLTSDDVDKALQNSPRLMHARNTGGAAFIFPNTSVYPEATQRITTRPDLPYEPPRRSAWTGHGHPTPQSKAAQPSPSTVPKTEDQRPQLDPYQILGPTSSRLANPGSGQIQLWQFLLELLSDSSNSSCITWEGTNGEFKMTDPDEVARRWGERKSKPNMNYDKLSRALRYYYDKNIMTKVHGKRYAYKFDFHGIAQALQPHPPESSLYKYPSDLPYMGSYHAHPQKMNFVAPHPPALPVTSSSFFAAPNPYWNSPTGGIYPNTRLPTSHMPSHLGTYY
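His-tagged ERG Ets domain (1 uM in the protein solution; 300mM KCl, 50mM Tris-HCl, 1mM EDTA, 1mM DTT, pH 7.5) received compound, then a probe mix of 5 nM fluorescein-DNA and 100nM Texas-615-DNA. Fluorescence polarization was read for both dyes.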
Apoferritin bind: candidate novel general anesthetic via apoferritin binding | P02791 | apoferritin/1-aminoanthracene competitive binding, fluorescence | Potency, µM (doses to about 77.5 µM), for inactives: top-dose activity change, negative = displacement, actives largely listed as inhibitors | 350,000 tested, 0.074% active | AID 485281; also: potency is read from the fitted curve at half-maximal effect; % is scaled to controls: 0 for no effect and ±100 for the full control effect; nearly all actives have a fitted effect of over 20% in size
Target sequence (P02791 2-175 limits assumed): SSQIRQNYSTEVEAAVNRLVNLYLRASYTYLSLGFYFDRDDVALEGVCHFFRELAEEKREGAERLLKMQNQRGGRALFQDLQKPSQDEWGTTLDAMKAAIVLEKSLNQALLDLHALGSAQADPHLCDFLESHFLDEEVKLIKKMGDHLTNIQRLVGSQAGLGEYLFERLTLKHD
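Horse-spleen apoferritin (10 uM) in 50% saturated 1-aminoanthracene in PBS was incubated 10 min at room temperature with compound. Fluorescence (ex 380, em 535 nm) was normalized to free and bound 1-AMA, with concentration-response fitted by a four-parameter Hill equation.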
* hit, by the source's call; ? = inconclusive; . = not tested or not shown; & = joins results of further samples; [ ] = remark or other dose. Unless noted, calls follow the shape of the dose curve; as a rule, active = well fitted curve in the direction sought with a large enough effect; inconclusive = small, poorly fitted or top-dose-only effect, or another doubt; inactive = no such curve, though single readings can be large; an effect the other way counts as inactive or inconclusive.

Values run as follows: 12-LOX inh	POLB inh	TRHR ag	Pol kappa inh	APE1 inh	BLM helicase inh	Pol iota inh	ERG Ets-DNA blk	Apoferritin bind
[1] CCC(C)[C@H](NC(=O)[C@@H]1Cc2ccccc2CN1C(=O)OC(C)(C)C)C(=O)NCC1CCC(C(=O)O)CC1 (some centres not stated)
→ 0%	9%	-0.3	-3%	2%	0%	48%[activator]	-3%	1%
[2] CC(=O)Nc1ccc(N2C(=O)CSC2c2ccc([N+](=O)[O-])cc2)cc1 (configuration not stated)
→ 0%	27%	0.5	-9%	15%	-2%	55%[activator]	0%	-11%
[3] Cc1cc(C(=O)Nc2ccc3c(c2)OCCO3)c(C)o1
→ -9%	4%	-0.2	-1%	3%	-3%	11%	0%	5%
[4] O=C(O)c1ccccc1OCCOc1ccccc1
→ 42%[activator]	-5%	-0.6	-6%	-5%	-2%	1%	0%	1%
[5] COC(=O)c1cn(Cc2cc(OC)ccc2OC)cc(F)c1=O
→ .	6%	2.4	-9%	38%	-2%	159%[activator]	0%	6%
[6] COCC(=O)N1CCC2(CC1)CN(Cc1nccs1)C2
→ 9%[57.4 µM]	.	.	-1%[60.1 µM]	-4%	-5%	.	.	.
[7] COc1ccc(/C=C(\NC(=O)c2ccco2)C(=O)NCCc2nc3ccccc3[nH]2)cc1
→ 73%[activator]	-26%	0.3	-6%	-1%	-8%	-4%	-6%	-6%
[8] CCC1(CC)Cc2ccccc2C2=C(C(=O)N3CCCCC3)C(=O)C(=O)N21
→ -19%	?	0.0	3%	2%	-3%	-6%	-5%	-12%
[9] COC(=O)c1ccc(-c2ccc([C@H]3[C@H]4C=CC[C@@H](C)[C@@H]4C(=O)N3Cc3ccccc3)c(F)c2)cc1
→ ?	-5%	0.1	8%	-3%	-6%	20%	-1%	-4%
[10] COc1cc(/C=C2/C(=O)NN(c3ccc(F)cc3)C2=O)cc([N+](=O)[O-])c1O
→ ?	-29%	0.5	?	-11%	-1%	?	1%	4%
[11] Nc1ccc(N2CCCCC2)cc1N1CCCCC1
→ 254%[activator]	21%	-0.4	-18%	-2%	-3%	8%	0%	?
[12] O=c1cc(NCc2ccccc2)nc2ccccn12
→ 13%	2%	0.1	-1%	-1%	-2%	28%	-7%	-22%
[13] COc1ccc(S(=O)(=O)NCCc2nnc3ccc(SCC(=O)Nc4cc(C)cc(C)c4)nn23)cc1
→ 0%	-8%	-0.3	-9%	.	-6%	24%	?	-3%
[14] Cc1nn(C)cc1CNC(=O)Nc1ccc(Cl)c(Cl)c1
→ 8%&-20%	-24%	-0.8	3%	4%	-2%	-16%	-5%	-12%
[15] C=CC[C@@H](CC(=O)N[C@@H](CO)Cc1ccccc1)C(=O)NC[C@@H](OC(=O)[C@@H](CC=C)CC(=O)OC(C)(C)C)c1ccccc1
→ -12%	.	.	3%	30%	.	6%	15%	.
[16] Cc1c(Br)c(-c2n[nH]c(=S)n2Cc2ccco2)nn1C
→ ?	8%	0.2	-17%	-5%	2%	-4%	-4%	-5%
[17] Cc1ccccc1NC(=O)CCSc1nnnn1-c1ccccc1
→ -25%	7%	-0.5	-5%	21%	1%	2%	0%	0%
[18] COCCNc1nc2c(S(=O)(=O)c3ccc(C)c(C)c3)nnn2c2ccc(Cl)cc12
→ -19%	3%	0.0	0%	.	-3%	21%	5%	-11%
[19] CCOC(=O)c1cnc(-n2nc(C)cc2C)nc1Nc1ccccc1OC
→ .	4%	0.2	.	-1%	0%	.	.	-11%
[20] O=C(NCCCO)c1ccc(CSc2nc3ccccc3c(=O)[nH]2)cc1
→ -15%	8%	0.2	12%	4%	2%	26%	-14%	-4%
[21] CSc1ccc(C2C(C(=O)Nc3ccccc3)=C(C)Nc3nc4ccccc4n32)cc1 (configuration not stated)
→ -17%	24%	1.7	5%	.	-5%	-20%	-6%	-10%
[22] COc1ccc(CN2CCN(Cc3ccc(OC)c(OC)c3OC)CC2)cc1
→ -25%	35%	0.1	-13%	1%	-3%	91%[activator]	7%	7%
[23] CCCn1cnc2c(SCc3ccccc3Cl)nc(N)nc21
→ -13%	.	.	-6%	.	.	7%	5%	.
[24] CCOC(=O)C(C)/C(C)=N/NC(=O)c1cc2ccccc2cc1O (configuration not stated)
→ -2%	-1%	1.7	-15%	0%	3%	-11%	0%	-7%
[25] CC(C)CC(=O)C(=O)O
→ -9%&11%	.	.	-1%&-16%	.	.	-6%&-23%	9%&5%	.
[26] O=C(CC(NS(=O)(=O)c1ccc(Cl)cc1)c1ccco1)N1CCc2ccccc21 (configuration not stated)
→ -28%	-1%	0.3	-13%	-7%	-5%	?	4%	6%
[27] COc1ccc(NC(=O)CCS(=O)(=O)c2nc(-c3cccs3)cc(C(F)(F)F)n2)cc1
→ -5%	5%	-0.1	-2%	.	-2%	-7%	-4%	-11%
[28] CCOc1ccccc1C(=O)NC(CO)C(=O)O (configuration not stated)
→ 0%	-1%	0.4	0%	3%	0%	16%	-7%	-1%
[29] O=C(NC1CCS(=O)(=O)C1)c1ccc(S(=O)(=O)NCC2CCCO2)cc1 (configuration not stated)
→ 3%	0%	1.0	0%	-1%	-3%	18%	-1%	3%
[30] CCCC(=O)NC(c1cccs1)c1cc(Cl)c2cccnc2c1O (configuration not stated)
→ 31%[activator]	-15%	11	-10%	1%	-4%	34%[activator]	-1%	-5%

Compound profiles, from the list above. Order of screens: 12-LOX inh, POLB inh, TRHR ag, Pol kappa inh, APE1 inh, BLM helicase inh, Pol iota inh, ERG Ets-DNA blk, Apoferritin bind
`Cc1nn(C)cc1CNC(=O)Nc1ccc(Cl)c(Cl)c1` across the screens: 8%&-20%, -24%, -0.8, 3%, 4%, -2%, -16%, -5%, -12%
`O=C(NC1CCS(=O)(=O)C1)c1ccc(S(=O)(=O)NCC2CCCO2)cc1` (configuration not stated) across the screens: 3%, 0%, 1.0, 0%, -1%, -3%, 18%, -1%, 3%
`CSc1ccc(C2C(C(=O)Nc3ccccc3)=C(C)Nc3nc4ccccc4n32)cc1` (configuration not stated) across the screens: -17%, 24%, 1.7, 5%, ., -5%, -20%, -6%, -10%

The results go on.
Values run as follows: 12-LOX inh	POLB inh	TRHR ag	Pol kappa inh	APE1 inh	BLM helicase inh	Pol iota inh	ERG Ets-DNA blk	Apoferritin bind
[31] CC(=O)Nc1ccc(NC(=O)C(C)OC(=O)/C=C/c2cn(-c3ccccc3)nc2-c2cccnc2)cc1 (configuration not stated)
→ ?	41%	0.3	-2%	?	-5%	30%	-9%	-5%
[32] c1ccc(C(c2cccs2)c2c[nH]c3ccccc23)cc1 (configuration not stated)
→ -21%	-10%	-0.1	0%	.	-5%	1%	-4%	14%
[33] CS(=O)(=O)Nc1cccc(C2=NN(C(=O)c3ccccc3Cl)C(c3ccccc3O)C2)c1 (configuration not stated)
→ -19%	5%	0.1	-2%	0%	-8%	2%	-3%	-14%
[34] Cc1ccc2c(CN3CCN(S(=O)(=O)/C=C/c4ccccc4)CC3)cc(=O)oc2c1
→ 8%	2%	0.1	-18%	0%	-3%	14%	0%	-5%
[35] CC1CC1C(=O)Nc1nc(-c2cccs2)c(-c2cccs2)s1 (configuration not stated)
→ ?	-17%	0.0	?	-10%	?	?	0%	-6%
[36] Cc1ccc(NC(=O)Cn2c(=O)n(-c3ccc(CC(=O)NCC4CCCO4)cc3)c(=O)c3ccccc32)cc1 (configuration not stated)
→ -16%	22%	1.2	-1%	.	-4%	-5%	-4%	5%
[37] COc1ccc(CNC(=S)Nc2ccc(F)c(Cl)c2)cc1OC
→ ?	16%	1.1	-9%	-4%	-9%	60%[activator]	6%	-7%
[38] COc1ccc(Cc2n[nH]c(=S)n2NC(=O)Nc2ccc(Cl)c(Cl)c2)cc1
→ ?	9%	-0.9	7%	?	-5%	-5%	-15%	3%
[39] CC(C)CC1(C)N=C(c2ccccc2)C(=S)N1 (configuration not stated)
→ ?	0%	0.4	3%	1%	-9%	-16%	-3%	?
[40] COc1cccc(-n2c(=O)n(Cc3ccccc3)c(=O)c3[nH]cnc32)c1
→ -1%	-26%	0.0	-11%	-2%	-3%	83%[activator]	-1%	-7%

5 entries out of the list above, sorted by their value in 12-LOX inh, smallest number first:
nr | SMILES | 12-LOX inh | TRHR ag | Pol kappa inh | APE1 inh | BLM helicase inh | Pol iota inh | ERG Ets-DNA blk
32 | c1ccc(C(c2cccs2)c2c[nH]c3ccccc23)cc1 (configuration not stated) | -21% | -0.1 | 0% | . | -5% | 1% | -4%
33 | CS(=O)(=O)Nc1cccc(C2=NN(C(=O)c3ccccc3Cl)C(c3ccccc3O)C2)c1 (configuration not stated) | -19% | 0.1 | -2% | 0% | -8% | 2% | -3%
36 | Cc1ccc(NC(=O)Cn2c(=O)n(-c3ccc(CC(=O)NCC4CCCO4)cc3)c(=O)c3ccccc32)cc1 (configuration not stated) | -16% | 1.2 | -1% | . | -4% | -5% | -4%
40 | COc1cccc(-n2c(=O)n(Cc3ccccc3)c(=O)c3[nH]cnc32)c1 | -1% | 0.0 | -11% | -2% | -3% | 83%[activator] | -1%
34 | Cc1ccc2c(CN3CCN(S(=O)(=O)/C=C/c4ccccc4)CC3)cc(=O)oc2c1 | 8% | 0.1 | -18% | 0% | -3% | 14% | 0%

High-throughput results (PubChem)

Some of the compounds tested; rates above refer to the full screens.
